IL2 activator = IL-2 activation. AID 652025. IL-2 activation reporter assay, cell-based qHTS; stimulated with anti-CD3/CD4/CD28 beads; in transgenic mouse T cells. activation, % (series mostly up to about 46 µM). 360,000 tested, 0.065% active; in the data active = activation above about 50%; inconclusive = mostly about 30% to 49%; also: 0% is about no effect
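Using fluorescent plate cytometry, EGFP and DsRed are detected in transgenic mouse T cells stimulated 18 h at 37 degrees C with antibody-coated beads after 60 min compound pretreatment.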
HEK293 tox = cytotoxicity in counter-screen for GLP-1R inverse agonists; Potency, µM (top dose mostly 38.3 µM), inactives show top-dose activity change, negative = inhibition, hits mostly inhibitors; HEK293 cAMP-luciferase reporter cells, luminescence, 24 h; 410,000 tested, 0.13% active;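 also: loss of luciferase light is scored as toxicity; potency is read from the fitted curve at half-maximal effect; % is scaled to controls: 0 for no effect and ±100 for the full control effect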
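A 23 nL compound transfer followed 12 hours of cell culture at 37 deg C; exposure then lasted 24 hr. Luciferase assay detection reagent was dispensed and plates read for luminescence after a 12 min room-temperature wait.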
PLK1 PBD inh = PLK1 (human) polo-box domain binding inhibition. P53350. Plk1 PBD binding of FITC phosphopeptide, fluorescence polarization. Potency, µM, without a hit: max response, negative = inhibition, most hits filed as inhibitors. 360,000 tested, 2.8% active; also: potency is read from the fitted curve at half-maximal effect; series mostly up to about 57 µM; % is scaled to controls: 0 for no effect and ±100 for the full control effect; nearly all actives have a fitted effect of over 65% in size
PTHR1 agonist = PTHR1 (human) receptor agonism; Potency, µM (titrated, usually from 115 µM), inactives show top-dose activation, usual class: activators; HEK293 GP2 PTHR1 cells, GloSensor cAMP luminescence, 1 h; 410,000 tested, 0.075% active; also: potency is read from the fitted curve at half-maximal effect; nearly all actives have a fitted effect of over 55% in size; some results filed as inactive show a strong effect at the top dose; inactives centre near -15; many of its hits are not listed in these tables
Target sequence (Q03431 whole entry, looked up): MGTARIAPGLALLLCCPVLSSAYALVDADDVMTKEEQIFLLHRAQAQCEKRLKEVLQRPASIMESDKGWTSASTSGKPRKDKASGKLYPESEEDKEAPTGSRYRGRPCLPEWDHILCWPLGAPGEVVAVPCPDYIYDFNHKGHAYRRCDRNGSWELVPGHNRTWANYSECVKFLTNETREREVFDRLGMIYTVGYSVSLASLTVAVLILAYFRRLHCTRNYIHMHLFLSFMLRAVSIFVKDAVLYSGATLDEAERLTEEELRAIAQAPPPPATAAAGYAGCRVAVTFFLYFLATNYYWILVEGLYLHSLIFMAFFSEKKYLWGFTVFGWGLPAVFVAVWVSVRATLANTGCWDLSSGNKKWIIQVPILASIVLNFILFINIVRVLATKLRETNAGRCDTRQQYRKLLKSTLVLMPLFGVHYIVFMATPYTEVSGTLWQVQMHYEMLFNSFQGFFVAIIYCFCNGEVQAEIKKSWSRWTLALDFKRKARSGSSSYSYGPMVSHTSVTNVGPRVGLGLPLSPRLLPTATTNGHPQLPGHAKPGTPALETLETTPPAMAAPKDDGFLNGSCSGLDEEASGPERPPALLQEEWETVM
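HEK-293-derived GP2 cells expressing PTHR1 and a GloSensor cAMP reporter, 3,000/well, plated overnight, given luciferin plus IBMX (each 0.5 mM as added) for 1 h at 37 °C, then compound for 1 h at 37 °C. Luminescence was read after 15 min at room temperature.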
PI5P4K alpha inh = blocks human PI5P4K alpha kinase activity; PI5P4Kalpha enzyme, ADP-Glo luminescence, 60 min; active compounds read low; max response, %; 330,000 tested, 1.2% active; AID 652105; active = max response of -50% or lower; inconclusive = between -30% and -50%; inactive = -30% or higher; also: value at the top dose of about 77 µM; % is scaled to controls: 0 for no effect and ±100 for the full control effect
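Reactions run in 0.038 M HEPES pH 7.4, 0.28 mM EGTA, 0.1% CHAPS and 5% DMSO, with PI5P4Kalpha, substrate, compound and 5 microM ATP final, one hour at room temperature. Readout is ADP-Glo luminescence.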
GLP1R inv ag = acts as inverse agonist at human GLP-1 receptor; P43220; HEK293 GLP-1R CRE-luciferase, luminescence, 24 h; GLP-1R form is constitutively active; Potency, µM (top dose mostly 38.3 µM), for inactives: top-dose activity change, negative = inhibition, most hits filed as inhibitors; 410,000 tested, 1.6% active; also: potency is read from the fitted curve at half-maximal effect; % is scaled to controls: 0 for no effect and ±100 for the full control effect; nearly all actives have a fitted effect of over 55% in size
Target sequence (P43220 whole entry, looked up): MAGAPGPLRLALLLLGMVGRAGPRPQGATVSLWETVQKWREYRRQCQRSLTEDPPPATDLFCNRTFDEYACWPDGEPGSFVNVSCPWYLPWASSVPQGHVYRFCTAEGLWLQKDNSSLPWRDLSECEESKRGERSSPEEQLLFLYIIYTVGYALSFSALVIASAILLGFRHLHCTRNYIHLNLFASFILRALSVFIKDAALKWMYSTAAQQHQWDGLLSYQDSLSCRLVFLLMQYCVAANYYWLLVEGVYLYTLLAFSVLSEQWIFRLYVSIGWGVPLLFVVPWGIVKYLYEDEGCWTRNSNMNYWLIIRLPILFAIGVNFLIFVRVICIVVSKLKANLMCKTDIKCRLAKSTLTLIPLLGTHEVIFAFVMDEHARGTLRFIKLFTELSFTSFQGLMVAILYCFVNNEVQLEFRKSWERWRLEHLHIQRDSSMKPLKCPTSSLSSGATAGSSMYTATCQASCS
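Stable HEK293 clone (constitutively active GLP-1R + cAMP-response luciferase); 200 cells/uL plated, 12 h pre-culture, compound 24 hr, 37 deg C/5% CO2; detection reagent 12 min RT; luminescence.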
EPAC1 agonist = EPAC1 (human) agonism | AID 720707 | O95398 | Potency, µM (top dose mostly 154 µM), for inactives: top-dose activation, most hits filed as activators | EPAC1 agonist qHTS, biochemical assay; response scale: 100% = response to 6.5 mM cAMP | 360,000 tested, 0.073% active; also: potency is read from the fitted curve at half-maximal effect; nearly all actives have a fitted effect of over 60% in size
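Nucleotide exchange assay: 100 nM EPAC1 with 250 nM Rap1B loaded with BODIPY-GDP and 50 uM GDP, room temperature. Fluorescence (480/540 nm) read every 5 min for 30 min; signal change normalized to 6.5 mM cAMP as full agonist.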
GLP1R ag = agonists of human GLP-1 receptor. HEK293 GLP-1R CRE-luciferase, luminescence, 4-6 h; cells express a hypersensitive GLP-1R form. 380,000 tested, 0.007% active. Potency, µM (doses to about 45.6 µM), inactives show at the highest dose activation, hits mostly activators. P43220; also: potency is read from the fitted curve at half-maximal effect; % of control where 0% means no effect
EPAC1 antagonist = EPAC1 (human) antagonism. Potency, µM (doses to about 115 µM), for the others: at the top dose activity change, negative = inhibition, actives largely listed as inhibitors. EPAC1 GEF assay, Rap1b-BODIPY-GDP exchange fluorescence. O95398. 360,000 tested, 0.14% active;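 also: potency is read from the fitted curve at half-maximal effect; plate controls were vehicle for no effect and positive control for full effect; nearly all actives have a fitted effect of over 50% in size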
* = called active by the depositor; i = inactive; ? = inconclusive; . = no result given; & = joins results of further samples; [ ] = remark or other dose. Unless noted, calls follow the shape of the dose curve; as a rule, active = well fitted curve in the direction sought with a large enough effect; inconclusive = small, poorly fitted or top-dose-only effect, or another doubt; inactive = no such curve, though single readings can be large; an effect the other way counts as inactive or inconclusive. A portion of the library; rates above refer to the full screens.

SMILES	IL2 activator	HEK293 tox	PLK1 PBD inh	PTHR1 agonist	PI5P4K alpha inh	GLP1R inv ag	EPAC1 agonist	GLP1R ag	EPAC1 antagonist
Cc1ccc(C(NC(=O)NCCCN2CCOCC2)=C(Cl)Cl)cc1F	-2.2	-25%	-3%	i	3	-26%	0%	-8%	1%
Cc1ccc(-n2ccnc(SCC(=O)NC3CCCCC3)c2=O)cc1F	-3.3	-13%	?	i	-5	?	-4%	0%	7%
CCCc1noc2c1/C(=N\O)CCC2	-2.4	-8%	-3%	i	0	45%[activator]	-7%	13%	6%
O=C(COC(=O)c1ccc2ccccc2n1)Nc1ccccc1Br	0.1	-18%	10%	i	1	9%	8%	8%	-2%
COc1cccc(NC(=O)CSc2ncnc3c2oc2ccccc23)c1	-4.9	2%	0%	-28%	0	32%[activator]	-19%	-2%	-2%
CCN1CCCC1CNc1ncnc2c1[nH]c1ccc(Cl)cc12 (stereo not drawn)	-0.2	?	1%	i	14	?	5%	-5%	-7%
CC(C)NC(=O)CSc1nnc(-c2ccco2)n1N	-1.3	-1%	-2%	i	.	-4%	8%	18%	-2%
COC(=O)c1sc(N)c(C(=O)OC)c1COC(=O)C1CC(=O)N(Cc2ccco2)C1 (stereo not drawn)	-2.1	-1%	-18%	-47%[inhibitor]	.	1%	2%	11%	-4%
O=C(NCCCN1CCOCC1)c1cnccn1	-1.2	4%	-2%	-5%	-5	11%	-5%	4%	6%
CC(=O)NC(CCS(C)(=O)=O)C(=O)Nc1nc(C)cs1 (stereo not drawn)	1.4	3%	-8%	6%[57.5 µM]	.	8%	6%	-1%	16%
Cc1ccc(C(=O)N2CCC(Cc3ccccc3)CC2)cc1[N+](=O)[O-]	-0.6	-3%	7%	i	12	10µM*	0%	17%	-21%
CCN1CCN(CCNC(=O)c2ccc(CS(=O)(=O)c3ccccc3C)o2)CC1	-0.4	2%	-9%	-7%[57.5 µM]	1	-8%	14%	-4%	-5%
CCN(CC)S(=O)(=O)c1cccc(C(=O)Nc2nnc(C)s2)c1	1.5	20%	0%	i	6	45%[activator]	3%	4%	-10%
Cc1c(C(=O)OCC(=O)N2CC(C)CC(C)C2)oc2ccccc12 (stereo not drawn)	0.6	-3%	0%	i	-2	?	-1%	11%	-3%
Cn1c(=O)c2[nH]c(NN=Cc3ccc(Br)cc3)nc2n(C)c1=O	-0.6	3%	-5%	i	1	39%[activator]	5%	2%	8%
O=C(Nc1ccc(NC(=O)C23CC4CC(CC(C4)C2)C3)cn1)c1ccco1	-0.1	-2%	-5%	-3%	-4	?	-5%	-2%	0%
Cc1ccccc1CN1CCC(n2nccc2NC(=O)CCCc2ccccc2)CC1	0.0	4%	-4%	i	4	11%	-9%	-3%	-2%
O=C(COc1ccc(Cl)cc1)NCc1nnc(SCC(=O)c2ccccc2)o1	-0.6	-12%	-3%	-14%	1	-33%	-1%	-6%	6%
Cc1ccccc1CNC(=O)C1CCCN(c2nnc(C)c3c(C)n(-c4ccccc4)nc23)C1 (stereo not drawn)	-1.3	-10%	-16%	i	14	28%	1%	11%	-18%
CN1CCN(C(=S)SCC(=O)N2CCCc3ccccc32)CC1	-2.3	10%	-10%	-7%	-6	?	15%	4%	-16%

Record cards, as listed above:
CN1CCN(C(=S)SCC(=O)N2CCCc3ccccc32)CC1 is listed as IL2 activator = -2.3; HEK293 tox = 10%; PLK1 PBD inh = -10%; PTHR1 agonist = -7%; PI5P4K alpha inh = -6; GLP1R inv ag = ?; EPAC1 agonist = 15%; GLP1R ag = 4%; EPAC1 antagonist = -16%
Cc1ccc(-n2ccnc(SCC(=O)NC3CCCCC3)c2=O)cc1F is listed as IL2 activator = -3.3; HEK293 tox = -13%; PLK1 PBD inh = ?; PTHR1 agonist = i; PI5P4K alpha inh = -5; GLP1R inv ag = ?; EPAC1 agonist = -4%; GLP1R ag = 0%; EPAC1 antagonist = 7%
O=C(Nc1ccc(NC(=O)C23CC4CC(CC(C4)C2)C3)cn1)c1ccco1 is listed as IL2 activator = -0.1; HEK293 tox = -2%; PLK1 PBD inh = -5%; PTHR1 agonist = -3%; PI5P4K alpha inh = -4; GLP1R inv ag = ?; EPAC1 agonist = -5%; GLP1R ag = -2%; EPAC1 antagonist = 0%

Later entries.
SMILES	IL2 activator	HEK293 tox	PLK1 PBD inh	PTHR1 agonist	PI5P4K alpha inh	GLP1R inv ag	EPAC1 agonist	GLP1R ag	EPAC1 antagonist
CCC(=O)Nc1cc(C(=O)OCc2ccc(C(=O)Oc3ccccc3)cc2)ccc1C	0.4	3%	-7%	i	6	0%	7%	1%	-3%
O=C(CNS(=O)(=O)c1ccc(Cl)cc1)NNC(=O)c1cccnc1	-1.1	-1%	9.5µM*	i	0	16%	2%	-3%	3%
Cc1cccc(/C=C2\Oc3cc(OS(C)(=O)=O)ccc3C2=O)c1	-0.9	-11%	-1%	-30%[inhibitor]	-1	3%	8%	6%	-3%
O=C(O)c1ccc(CNC(=O)c2ccc(C(F)(F)F)cc2)cc1	-1.0	-2%	?	i	-2	-1%	-19%	1%	3%
COc1ccccc1OCc1ccc(C(=O)NCC(C)C)o1	-2.6	6%	-22%	-12%	0	?	-4%	15%	-19%
CCOC(=O)C1CCN(C(=O)c2cc(S(=O)(=O)N3CCOCC3)ccc2C)CC1	0.0	-12%	9%	i	-1	15%	8%	-1%	-7%
O=C1NCCCC1C(=O)Nc1ccccn1 (stereo not drawn)	-0.9	-12%	0%	-4%	2	20%	-1%	3%	-11%
COc1ccc(CNC(=O)C2CCCN(S(=O)(=O)c3ccc(-n4cnnn4)cc3)C2)cc1 (stereo not drawn)	-1.8	1%	-1%	-3%	-1	3%	1%	5%	0%
COc1ccc(CCNC(=O)CCCCn2c(=O)c3ccccc3n(CC(=O)Nc3ccccc3C)c2=O)cc1OC	.	-3%	.	-1%	.	10%	.	-2%	.
CC(C)(C)c1nnc(NC(=O)COc2ccc3c(c2)OCO3)s1	2.3	8%	-16%	?	5	?	-46%[inhibitor]	-1%	-26%
CC(C)(C)NC(=O)c1ccc2nccnc2c1	-4.1	5%	3%	i	1	1%	5%	-7%	0%
COc1ccc(/C=N/N2CCN(c3ccncc3S(=O)(=O)N3CCCCC3)CC2)cc1	-0.3	-4%	-2%	-15%[57.5 µM]	-6	17%	-16%	0%	2%
CCC1Nc2ncnc(N3CCCCC3)c2N(Cc2ccc(OC)cc2)C1=O (stereo not drawn)	1.4&1.4	0%&-5%	-5%&-3%	-21%	4&-7	?	-1%&-8%	3%&-4%	1%&-4%
CC(C)N(Cc1nc(COc2ccccc2)no1)Cc1nccn1C	0.7	-1%	-4%	i	3	-27%	-2%	-3%	?
CCCCOc1ccc(NC(=O)C2OC3OC(C)(C)OC3C3OC(C)(C)OC23)cc1 (stereo not drawn)	-3.3	22%	-22%	i	1	19%	15%	1%	0%
Cc1ccc(S(=O)(=O)NCC(c2ccco2)N2CCOCC2)cc1 (stereo not drawn)	-1.7	2%&-4%	-6%	-27%	-1	14%&15%	2%	1%	10%
Fc1ccc(-c2nnc3ccccn23)cc1	-2.2	1%	-11%	i	-6	15%	0%	-2%	-14%
O=C1CC(C(=O)Nc2cccc(F)c2)n2c(nc3ccccc32)N1 (stereo not drawn)	-0.1	18%	-12%	-10%	15	16%	4%	9%	-15%
O=C(/C(=N\Nc1ccc([N+](=O)[O-])cc1)Sc1nnnn1-c1ccccc1)c1ccccc1	-0.3	-24%	-18%	-90%[inhibitor]	0	?	-17%	-32%[inhibitor]	-26%
COC(=O)c1ccccc1NC(=O)CSc1nnc(CNS(=O)(=O)c2ccc(C)cc2)n1C	-5.3	8%	-5%	-6%	5	0%	-4%	0%	-19%

The last 5 entries of the section before open the next one:
SMILES	IL2 activator	HEK293 tox	PLK1 PBD inh	PTHR1 agonist	PI5P4K alpha inh	GLP1R inv ag	EPAC1 agonist	GLP1R ag	EPAC1 antagonist
Cc1ccc(S(=O)(=O)NCC(c2ccco2)N2CCOCC2)cc1 (stereo not drawn)	-1.7	2%&-4%	-6%	-27%	-1	14%&15%	2%	1%	10%
Fc1ccc(-c2nnc3ccccn23)cc1	-2.2	1%	-11%	i	-6	15%	0%	-2%	-14%
O=C1CC(C(=O)Nc2cccc(F)c2)n2c(nc3ccccc32)N1 (stereo not drawn)	-0.1	18%	-12%	-10%	15	16%	4%	9%	-15%
O=C(/C(=N\Nc1ccc([N+](=O)[O-])cc1)Sc1nnnn1-c1ccccc1)c1ccccc1	-0.3	-24%	-18%	-90%[inhibitor]	0	?	-17%	-32%[inhibitor]	-26%
COC(=O)c1ccccc1NC(=O)CSc1nnc(CNS(=O)(=O)c2ccc(C)cc2)n1C	-5.3	8%	-5%	-6%	5	0%	-4%	0%	-19%
NC(=O)C(=O)N/N=C1\CCc2ccccc21	0.1	-6%	-14%	i	0	36%[activator]	6%	-6%	4%
CC(Cc1cccs1)NC(=O)Nc1ccccc1 (stereo not drawn)	-3.8	4%	-8%	-17%[57.5 µM]	.	7%	-5%	-1%	6%
CC(C)Oc1ccc(N2CC(C(=O)NC3=NCCS3)CC2=O)cc1 (stereo not drawn)	0.0	2%	-15%	?	3	5%	-11%	1%	1%
O=C(O)C1C2C=CC3(CN(C4CCCC4)C(=O)C13)O2 (stereo not drawn)	-3.5	2%	-17%	19%	-1	9%	7%	-5%	-12%
CC(=O)C1=C(C)Nc2cc(C(F)(F)F)ccc2S1	0.6	16%	?	-13%	-23	28%	7%	-23%	-12%
O=C(OCCO)c1c(C2=CCCCC2)oc2c1C(OCCO)CCC2 (stereo not drawn)	-0.7	2%	-2%	-6%	-5	0%	0%	0%	-20%
COc1ccc(C2(C)NC(=O)N(CC(=O)c3cc(C)n(C4CC4)c3C)C2=O)cc1OC (stereo not drawn)	-5.0	-13%	1%	-39%[inhibitor]	3	33%[activator]	13%	12%	8%
CCN(CC)S(=O)(=O)c1ccc(/C=C/C(=O)OCC(=O)NNC(=O)c2ccc(OC)cc2)cc1	0.2	-32%	-2%	-2%	-1	8%	-7%	-7%	-11%
O=C(N/N=C/c1cccc([N+](=O)[O-])c1)C1CC(=O)N(c2ccc(Cl)cc2)C1 (stereo not drawn)	-0.6	-20%	-8%	i	-5	?	-11%	0%	1%

Assay outcomes (PubChem)
